Screens deposited in PubChem BioAssay by several laboratories.
OXTR agonist – agonists of human oxytocin receptor; P30559; CHO-OTR cells, Fluo-8 calcium fluorescence; normalized: DMSO 0%, oxytocin 100%; activation, % at 3 µM; 0.32% of 320,000 active;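 active means activation above the mean of all tested compounds plus 3 SD, cutoff set per screening run, cut at about 20% in these data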;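 further: peak over basal fluorescence ratio from a 100 s FLIPR kinetic read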
Target sequence (P30559 whole entry, looked up): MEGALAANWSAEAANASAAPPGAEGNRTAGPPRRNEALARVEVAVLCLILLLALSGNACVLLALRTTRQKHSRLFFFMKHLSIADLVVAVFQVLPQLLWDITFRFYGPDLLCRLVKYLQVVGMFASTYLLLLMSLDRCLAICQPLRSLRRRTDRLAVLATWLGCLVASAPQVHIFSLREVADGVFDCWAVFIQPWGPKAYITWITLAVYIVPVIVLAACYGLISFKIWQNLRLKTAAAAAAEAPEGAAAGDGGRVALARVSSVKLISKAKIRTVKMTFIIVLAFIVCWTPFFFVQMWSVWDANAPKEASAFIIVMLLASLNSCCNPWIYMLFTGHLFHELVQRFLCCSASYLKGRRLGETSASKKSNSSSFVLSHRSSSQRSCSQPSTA
PfM18AAP inh – PfM18AAP enzyme inhibition; inhibition, % at 7.35 µM; 1.2% of 290,000 active; recombinant PfM18AAP, H-Glu-NHMec fluorogenic cleavage;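 active means inhibition above the campaign mean inhibition over all tested compounds plus 3 SD, cut at about 28% in these data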;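 further: 0% = plate median of test compound wells and 100% = 2 mM ZnCl2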
V1aR counter – activates human V1a receptor in oxytocin agonist counter-screen; P37288; CHO-V1R cells, Fluo-8 calcium fluorescence, agonist mode; 0% DMSO, 100% 3 nM vasopressin; activation, % at 3 µM; 0.25% of 320,000 active; AID 2797;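 active means activation above the mean activation of all tested compounds plus 3 SD, per screening run, cut at about 20% in these data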;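 further: signal is peak over basal fluorescence ratio across a 100 second FLIPR read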
Target sequence (P37288 whole entry, looked up): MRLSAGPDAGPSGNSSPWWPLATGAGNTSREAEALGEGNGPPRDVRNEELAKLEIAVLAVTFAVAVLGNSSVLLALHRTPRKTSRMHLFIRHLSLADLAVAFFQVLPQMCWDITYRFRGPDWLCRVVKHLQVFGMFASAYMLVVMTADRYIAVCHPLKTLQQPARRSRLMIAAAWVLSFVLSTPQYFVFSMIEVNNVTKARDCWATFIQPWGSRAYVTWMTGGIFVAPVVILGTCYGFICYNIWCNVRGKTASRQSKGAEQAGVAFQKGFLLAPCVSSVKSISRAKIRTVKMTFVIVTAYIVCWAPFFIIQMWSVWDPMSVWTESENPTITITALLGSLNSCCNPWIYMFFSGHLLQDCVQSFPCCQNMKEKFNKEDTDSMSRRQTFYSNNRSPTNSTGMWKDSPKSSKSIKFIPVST
GPR7 antagonist – blocks human GPR7 receptor signaling; P48145; GPR7-expressing cells, fluorescence antagonist assay; inhibition, % at 4.4 µM; 1.1% of 290,000 active; in the data active means inhibition above about 16%, passing the limit was not always enough;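 further: cells stimulated with the agonist NPW; 0% = agonist with vehicle and 100% = vehicle without agonist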
GalR3 antagonist – antagonists of human GalR3. inhibition, % at 3 µM. 0.44% of 360,000 active. HEK293 GalR3-CNG cAMP membrane potential fluorescence; galR3 body fused to GalR1 C-terminus;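 active means inhibition above the screen-wide average plus 3 SD, cut at about 13% in these data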;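 further: forskolin and galanin both at EC90 stimulate the cells; cAMP rise reported by CNG channel membrane potential dye signal; 0% = forskolin plus galanin with DMSO and 100% = forskolin alone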
Target sequence (O60755 1-299 limits assumed): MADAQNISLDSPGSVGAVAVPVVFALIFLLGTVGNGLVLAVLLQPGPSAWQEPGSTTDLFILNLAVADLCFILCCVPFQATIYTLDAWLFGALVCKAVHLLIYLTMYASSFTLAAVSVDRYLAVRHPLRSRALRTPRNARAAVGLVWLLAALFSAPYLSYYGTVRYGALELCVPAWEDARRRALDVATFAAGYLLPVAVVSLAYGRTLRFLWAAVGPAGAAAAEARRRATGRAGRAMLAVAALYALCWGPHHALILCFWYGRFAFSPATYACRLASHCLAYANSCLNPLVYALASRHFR
MEKK2wt PB1 HTS – raises or lowers MEK5 binding to wildtype human MEKK2 PB1 domain; bead flow cytometry, Alexa488-MEK5 binding to MEKK2 WT; actives lie on both sides; binding response (% of control), % at 10 µM; 1.1% of 290,000 active; in the data active means binding response below about 67% or above about 130%
MEKK2 mut-MEK5 – signal of MEK5 binding to mutant human MEKK2 PB1 domain; bead flow cytometry, Alexa488-MEK5 binding to MEKK2 mutant; 0.35% of 290,000 active; percent response, % at 10 µM; in the data active means percent response above about 24%, passing the limit was not always enough; further: inactives centre near 1; some results filed as inactive read as strong as hits
OXTR potentiate – potentiates the human oxytocin receptor response | CHO-OTR cells, Fluo-8 calcium fluorescence, potentiator mode; 0% = oxytocin EC15, 100% = EC100 | activation, % at 3 µM | 0.061% of 320,000 active | AID 2445;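 active means activation above that plate's cutoff, the mean activation of tested compounds plus 3 SD, cut at about 6.6% in these data, passing the limit was not always enough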;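 further: 100% uses oxytocin at 75 nM as the full agonist control; some results filed as inactive read as strong as hits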
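Material: CHO-OTR cells, human receptor; compound dosing: single dose, 3.0 µM nominal final compound concentration; schedule: 6 min compound pre-incubation at room temperature, 100 s kinetic read; measured by: kinetic Fluo-8 calcium fluorescence; read-out basis: % activation vs EC15 and EC100 oxytocin; controls: EC15 oxytocin alone as 0%, 75 nM oxytocin as 100%; replicates: singlicate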
NALP1 yeast inh – blocks the NALP1 inflammasome reconstituted in yeast. S. cerevisiae NALP1/ASC/caspase-1 growth, X-gal OD620, 72 h. inhibition, % at 10 µM. 0.61% of 280,000 active. AID 2071; in the data active means inhibition mostly above about 24%, no sharp cut-off; inactive means mostly below about 32%; further: some compounds called inactive have numbers as strong as hits
Starred values were filed as active, the others as inactive; / = no result given.

SMILES | OXTR agonist | PfM18AAP inh | V1aR counter | GPR7 antagonist | GalR3 antagonist | MEKK2wt PB1 HTS | MEKK2 mut-MEK5 | OXTR potentiate | NALP1 yeast inh
CCOc1cc(C2C(C#N)=C(N)Oc3n[nH]c(C)c32)ccc1OCCN1CCOCC1 (stereo unspecified) | 0.4 | 2.2 | 1.4 | -13.8 | -2.7 | 104.0 | 11.0 | -7.8 | 11.3
CC(Sc1nnc(-c2ccc(Cl)cc2)n1N)C(=O)NCC1CCCO1 (stereo unspecified) | -1.8 | / | -0.7 | / | -4.7 | / | / | -7.1 | /
CCOc1ccc(C(=O)NCC(=O)OCc2c(F)cccc2Cl)cc1 | -2.1 | 6.0 | 0.7 | -12.0 | -9.3 | 107.0 | -1.0 | -8.0 | -6.8
CCN(CC)c1ncnc2sc(C(=O)N3CCN(c4ccccc4)CC3)c(C)c12 | -0.9 | -8.2 | -0.3 | -2.0 | -2.6 | 100.0 | 1.0 | 3.2 | 1.8
COc1ccc(NC(=S)NNC(=O)OC(C)(C)C)cc1OC | 0.8 | 15.7 | 1.8 | -2.7 | -5.2 | 103.0 | 9.0 | -1.8 | -5.5
CCOc1ccc(N(CC(=O)NCCOc2ccccc2OC)S(=O)(=O)c2ccccc2)cc1 | -2.8 | 7.4 | 3.8 | 3.3 | 0.1 | 104.0 | 6.0 | -7.4 | 3.0
CCn1c(CNC(=O)c2ccccc2F)nnc1SCC(=O)NC1CCCCC1 | -0.7 | -12.1 | 0.1 | -5.9 | -0.9 | 94.0 | -6.0 | 0.5 | 8.3
COc1ccc(CCNC(=O)CSc2nc(N)cc(=O)[nH]2)cc1OC | 0.2 | 1.1 | -0.2 | 1.0 | -4.5 | 109.0 | 12.0 | -2.9 | 12.1
CC1(CC(=O)N/N=C/c2ccc(-c3cccc(C(F)(F)F)c3)o2)OCCO1 | 1.1 | -10.9 | 3.5 | 7.5 | -0.3 | 93.0 | -5.0 | -7.7 | 18.3
CC(C)(C)n1nnnc1C(c1cccc(C#N)c1)N1CCC(Cc2ccccc2)CC1 (stereo unspecified) | -1.5 | 1.9 | 0.0 | -3.7 | 0.5 | 95.0 | 1.0 | -1.5 | 1.2
CCCCCC(=O)N1CCN(S(=O)(=O)c2ccc3c(c2)OCCO3)CC1 | -1.7 | / | -0.7 | / | -5.2 | / | / | -4.0 | /
Cn1cccc1CC(=O)N/N=C/C(Cl)=C/c1ccccc1 | -1.2 | 5.4 | -1.2 | -11.2 | -4.3 | 122.0 | 22.0 | -5.7 | 16.4
Cc1ccc(CCN2CC(C(=O)O)CC2=O)cc1 (stereo unspecified) | -0.1 | -2.2 | 1.1 | 9.6 | -6.0 | 105.0 | 9.0 | -6.7 | -1.0
O=C1NC2(CCc3ccccc3C2)C(=O)N1CCOc1cccc(Cl)c1 (stereo unspecified) | -0.8 | 15.8 | -0.3 | 8.4 | -8.7 | 92.0 | -6.0 | -11.4 | 24.5
CCC(=O)/C(=C(/O)c1ccccc1)c1nc2ccccc2[nH]1 | -2.4 | -14.1 | -0.9 | -9.7 | -5.0 | 95.0 | -3.0 | 2.3 | -3.4
COc1cc(/C=C(/NC(=O)c2ccccc2)C(=O)N2CCOCC2)c([N+](=O)[O-])cc1OC | -0.2 | 17.2 | -0.2 | -11.2 | -1.0 | 102.0 | 2.0 | -5.9 | 5.2
CCC(SCC(=O)OC)C(=O)Nc1nnc(C(C)C)s1 (stereo unspecified) | -0.3 | 1.7 | 0.6 | -4.8 | / | 109.0 | 12.0 | -0.7 | -3.9
CCN(CC)c1ccc(NC(=O)C2CC(=O)N(Cc3ccccc3)C2)cc1 (stereo unspecified) | -0.3 | 5.2 | -0.1 | -3.9 | -5.2 | 110.0 | 4.0 | -8.8 | 2.1
Cc1cc(C)nc(NN=C2CCCC2)n1 | 0.5 | 8.9 | -0.8 | 1.4 | -2.3 | 107.0 | 14.0 | -1.8 | 8.6
CCC(C(=O)Nc1ccc([N+](=O)[O-])cn1)c1ccccc1 (stereo unspecified) | 2.5 | 4.0 | 6.0 | -3.6 | -10.2 | 102.0 | 2.0 | -5.3 | 29.9
CC(C)(CO)NCC#Cc1ccccc1 | 0.7 | 6.2 | 0.1 | -8.1 | -2.7 | 100.0 | -2.0 | -7.7 | 1.3
CCC(=O)Nc1ccc(C(=O)c2ccccc2)cc1 | 0.8 | -17.1 | 0.9 | 9.8 | -1.9 | 101.0 | -1.0 | -5.2 | 14.0
CC(C)CCC(=O)N1CCOC1=O | 0.4 | -7.2 | 1.0 | -3.0 | -5.7 | 104.0 | -3.0 | 7.3 | 24.8
COc1cc2c(cc1OC)C(C(=O)NCc1ccco1)C1c3ccccc3CCN1C2=O (stereo unspecified) | -1.1 | 0.3 | -1.2 | -12.8 | -2.4 | 100.0 | 0.0 | -14.4 | -12.6
CCc1ccc(N=Nc2ccc(O)c3[nH]cnc23)cc1 | 14.3 | / | 23.0* | / | -5.5 | / | / | -8.4 | /
O=C(Nc1cc(Cl)ccc1N1CCOCC1)c1ccncc1 | 1.0 | / | 0.0 | / | -5.5 | / | / | -2.0 | /
CC(C)c1ccc(N(C(=O)c2ccco2)C(C(=O)NC2CCCC2)c2cccnc2)cc1 (stereo unspecified) | -0.8 | 0.8 | -0.3 | 6.8 | -8.8 | 98.0 | -5.0 | -9.4 | 4.8
NC(=O)c1nsc(C(=O)N(CCc2ccccc2)C(C(=O)NC2CCCC2)c2ccco2)c1N (stereo unspecified) | -1.4 | 0.2 | 0.5 | -8.4 | -8.9 | 93.0 | -5.0 | -4.5 | -12.5
COC(=O)c1ccc(Sc2ccc(C)cc2)c(N)c1 | -1.1 | 0.9 | -0.5 | 12.2 | -5.3 | 105.0 | 5.0 | -1.7 | -8.6
Cc1ccc2nc(-c3cccc(Br)c3)cc(C(=O)NC3=NCCS3)c2c1 | -0.6 | 3.5 | -0.9 | -8.4 | -4.8 | 110.0 | 3.0 | -10.9 | 17.9

A few values from the results shown.
COc1cc(/C=C(/NC(=O)c2ccccc2)C(=O)N2CCOCC2)c([N+](=O)[O-])cc1OC | OXTR agonist = -0.2
CC(C)(CO)NCC#Cc1ccccc1 | MEKK2wt PB1 HTS = 100.0
CC(C)c1ccc(N(C(=O)c2ccco2)C(C(=O)NC2CCCC2)c2cccnc2)cc1 (stereo unspecified) | GalR3 antagonist = -8.8
Cc1cc(C)nc(NN=C2CCCC2)n1 | GalR3 antagonist = -2.3

(cont.)
SMILES | OXTR agonist | PfM18AAP inh | V1aR counter | GPR7 antagonist | GalR3 antagonist | MEKK2wt PB1 HTS | MEKK2 mut-MEK5 | OXTR potentiate | NALP1 yeast inh
O=C(CC12CC3CC(CC(C3)C1)C2)NCC(=O)N1CCCC1 | 0.2 | 2.4 | 0.9 | -8.9 | -3.7 | 91.0 | 3.0 | -14.3 | 1.0
COC(=O)C1CCN(C(=O)C2CCCCC2)CC1 | 0.1 | -1.8 | -0.2 | -3.0 | 3.6 | 101.0 | 0.0 | -8.9 | 2.4
COc1ccc(C(=O)COC(=O)COc2cc(C)cc(C)c2)cc1 | 0.4 | 4.2 | 0.1 | -21.4 | -1.6 | 99.0 | 1.0 | -3.1 | 7.4
CCCCC(CC)C1OCC(C[N+]2(C)CCOCC2)O1 (stereo unspecified) | 0.1 | -10.2 | 0.1 | 3.5 | 1.8 | 104.0 | 0.0 | -9.3 | 19.0
COC(=O)CCN(C(=O)C1C2CC3CC(C2)CC1C3)c1ccccn1 (stereo unspecified) | -0.3 | 0.5 | 0.2 | -7.3 | 6.4 | 97.0 | -1.0 | -7.4 | -10.6
Cc1c(N2C(=O)C3C4C=CC(C5CC45)C3C2=O)c(=O)n(-c2ccccc2)n1C (stereo unspecified) | 0.7 | -3.2 | -0.2 | -11.0 | -5.4 | 106.0 | 6.0 | -11.2 | 20.4
O=C(c1cc(COc2cccc(C(F)(F)F)c2)on1)N1CCC(c2ccncc2)CC1 | 6.7 | -1.8 | 10.6 | 12.4 | -7.1 | 102.0 | -3.0 | -15.0 | -9.3
CN(C)CCc1c[nH]c2ccc(C[C@H]3COC(=O)N3)cc12 | -0.3 | / | 0.2 | / | / | 108.0 | 2.0 | -7.0 | /
O=Cc1ccc(C(=O)OCC(=O)N2CCCC2)cc1 | 1.3 | -4.6 | 2.1 | 2.8 | -7.0 | 103.0 | 3.0 | -3.3 | 10.0
Cc1cc2ccccn2c1C(=O)c1ccc(C#N)cc1 | 0.5 | -3.8 | 1.8 | 6.3 | -0.5 | 100.0 | 7.0 | -7.7 | 7.6
COc1ccccc1C1(O)CCN(CC(=O)Nc2nc(-c3ccccc3)cs2)CC1 | 1.9 | -2.4 | 4.0 | 6.1 | -6.4 | 93.0 | -8.0 | -5.5 | 2.0
COc1ccc(C(C)=O)cc1COc1cccnc1[N+](=O)[O-] | -0.6 | 6.8 | 0.6 | -3.0 | -8.1 | 95.0 | -3.0 | 1.2 | -0.1
CC(=O)Nc1cccc(C(=O)OCc2ccc(C(=O)Oc3ccc(Cl)cc3)cc2)c1 | 0.9 | 6.1 | 0.0 | -0.1 | -7.5 | 100.0 | 6.0 | -7.2 | 11.6
Cc1cccc(NC(=O)CN2C(=O)NC(C)(c3ccc4ccccc4c3)C2=O)n1 (stereo unspecified) | 6.1 | / | 7.6 | / | 1.2 | / | / | 0.4 | /
O=C(NCc1ccccc1)C(=O)NCC1OCCN1C(=O)c1ccc(Cl)cc1 (stereo unspecified) | -2.5 | 1.9 | -0.9 | -10.3 | -6.2 | 98.0 | -2.0 | 3.7 | -4.4
Cn1c(SCC(=O)c2ccc(F)cc2)nnc1-c1cccnc1 | 0.0 | -1.8 | 0.3 | 1.8 | -2.9 | 96.0 | -5.0 | 3.4 | 7.0
Cc1ccc(SC2CC(=O)N(c3ccc4c(c3)OCCO4)C2=O)cc1 (stereo unspecified) | -1.7 | -18.1 | -0.3 | 7.6 | -5.2 | 86.0 | -7.0 | -2.7 | 29.9
O=C(NC1CCCCC1)C1CCN(C(=O)c2ccc(Cl)cc2)CC1 | 1.2 | -2.4 | 1.3 | -4.9 | 4.4 | 101.0 | 8.0 | -3.2 | 2.2
Cc1ccc2nc(N(CCCN(C)C)C(=O)c3ccc4c(c3)CCCC4)sc2c1 | 6.8 | -5.6 | 6.6 | 8.9 | -3.9 | 191.0* | 49.0 | -0.8 | 51.6*
CC(=O)N(C(C)=O)n1c(/C=C/c2ccc([N+](=O)[O-])cc2)nc2ccccc2c1=O | 0.0 | 4.4 | -0.3 | -19.8 | -3.1 | 88.0 | -13.0 | 6.5 | 2.5
O=C(c1noc2c1CCCC2)N1CCN(c2ccc(F)cc2)CC1 | 1.0 | -3.9 | 1.1 | -8.4 | / | 99.0 | 4.0 | -5.8 | -17.1
Cc1ccnc(NS(=O)(=O)c2ccc(NC(=O)/C=C/c3ccccc3)cc2)n1 | 1.1 | -12.0 | -0.5 | -1.5 | 4.5 | 107.0 | 4.0 | 9.3 | /
Cn1c(CNC(=O)CNS(=O)(=O)c2ccc(Cl)cc2)cc(=O)n(C)c1=O | -1.1 | 3.8 | -0.3 | -0.3 | -6.7 | 100.0 | 1.0 | -5.8 | 12.1

Results in MEKK2 mut-MEK5 and GalR3 antagonist, for 2 of the compounds above:
| SMILES | MEKK2 mut-MEK5 | GalR3 antagonist |
| --- | --- | --- |
| Cc1ccc2nc(N(CCCN(C)C)C(=O)c3ccc4c(c3)CCCC4)sc2c1 | 49.0 | -3.9 |
| O=C(c1noc2c1CCCC2)N1CCN(c2ccc(F)cc2)CC1 | 4.0 | / |
